Screening data as filed in PubChem.
CaV13 ICDI inh: Disruptors of the CACNA1D IQ motif to Ca2+-dependent inactivation inhibitor domain association, primary screening, Förster resonance energy transfer in intact living …; HEK cells, CFP/YFP FRET ICDI-IQ, plate reader, 10 min; percent FRET-ratio fall versus neutral wells; inhibition, % at 12.3 µM; actives 0.098% (n = 340,000);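 active = mean replicate inhibition of at least 30% and at least 1% of replicates passing that level; inconclusive = only one of the two criteria is met; inactive = neither criterion is met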;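 also: 0% = median of the neutral control wells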
TRPM1 prom inh: inhibitors of MITF-dependent TRPM1 promoter reporter, primary screen, cell-based, SK-MEL-5, single point, luciferase. inhibition, % at 12.5 µM. SK-MEL-5 TRPM1 promoter luciferase, 24 h. actives 0.83% (n = 330,000);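 active = mean inhibition across replicates of 60% or more, whatever share of single replicates reaches that level; inconclusive = some that reach 60%, reason not given; inactive = mean inhibition across replicates below 60%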; also: values of inactives mirror those of a sister screen read the other way
Cardio protect: cardioprotection against H2O2-induced cell death, primary screen, uHTS, H9c2 cells, ATPLite luminescence | AID 588492, 2011 | actives 0.63% (n = 360,000) | protection from H2O2 cell death, % at 20 µM | H9c2 cardiomyocytes, H2O2 injury protection, 2 h;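 active = compounds giving at least 50% protection of heart cells from peroxide-induced death in the single-dose screen, raw or plate-pattern-corrected value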;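 also: 0% = DMSO wells with peroxide and 100% = DMSO wells without peroxide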
HIF-2a inh: HIF-2a reporter inhibitors, primary screen, luminescence, 786-0 RCC cells | 786-0 RCC cells HIF-2a reporter, luciferase luminescence, overnight | inhibition, % at 18.8 µM | actives 0.72% (n = 360,000);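 active = inhibition of the luminescence signal of 40% or more relative to plate controls, in a single-dose primary screen at 18.75 µM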
NR2E3 ag-1: inhibitors of NR2E3-RetCOR corepressor binding, primary screen, NR2E3 agonist project, biochemical, TR-FRET, GST-NR2E3, biotin-RetCOR. inhibition of corepressor binding, % at 4.78 µM. AID 2300, 2010. 1536-well. Photoreceptor-specific nuclear receptor (Homo sapiens), Q9Y5X4. actives 0.12% (n = 320,000);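 active = percent inhibition above the cutoff of mean plus 3 SD of all tested compounds, set per screening campaign, cut at about 20% in these data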;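 also: 0% = DMSO wells and 100% = biotin wells as full block of FRET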
Target sequence (Q9Y5X4 whole entry, looked up): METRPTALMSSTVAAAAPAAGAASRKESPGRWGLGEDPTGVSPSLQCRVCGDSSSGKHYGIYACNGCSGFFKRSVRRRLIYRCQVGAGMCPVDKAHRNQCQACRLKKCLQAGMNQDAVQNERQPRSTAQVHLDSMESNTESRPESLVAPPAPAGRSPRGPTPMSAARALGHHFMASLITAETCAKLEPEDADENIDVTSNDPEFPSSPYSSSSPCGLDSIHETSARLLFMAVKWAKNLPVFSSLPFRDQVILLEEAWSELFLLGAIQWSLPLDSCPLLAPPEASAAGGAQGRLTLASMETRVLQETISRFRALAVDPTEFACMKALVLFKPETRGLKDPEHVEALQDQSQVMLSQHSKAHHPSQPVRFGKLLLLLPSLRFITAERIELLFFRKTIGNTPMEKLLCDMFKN
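System: GST-tagged NR2E3 plus biotinylated RetCOR corepressor; Amount: 1.35 nM GST-tagged NR2E3 final; Dosing: single nominal compound dose of 4.8 µM; Schedule: 5 h incubation at 4 °C; Technique: TR-FRET with europium anti-GST and streptavidin-D2, 340 nm excitation; Controls: biotin wells as high control, 0.6% DMSO wells as low control.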
Peg3 prom inh: Peg3 promoter-driven luciferase inhibitors, primary screen, cell-based, HeLa, luciferase luminescence; actives 1.7% (n = 360,000); inhibition, % at 20 µM; HeLa PEG-Prom luciferase reporter, overnight;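 active = inhibition of at least 50% at 20 µM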
m5-HT2A agonist: mouse Htr2a agonists via beta-arrestin recruitment, primary screen, cell-based, luminescence. 5-hydroxytryptamine receptor 2A (Mus musculus), P35363. CHO-K1 mHTR2A beta-arrestin complementation; percent of 30 µM serotonin response. activation, % at 7.6 µM. actives 0.66% (n = 360,000). AID 624169, 2012;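 active = activation above a run cutoff, the mean activation of all tested compounds plus 3 SD, cut at about 14% in these data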;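 also: 0% = plate median of compound wells and 100% = 30 µM serotonin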
Target sequence (P35363 whole entry, looked up): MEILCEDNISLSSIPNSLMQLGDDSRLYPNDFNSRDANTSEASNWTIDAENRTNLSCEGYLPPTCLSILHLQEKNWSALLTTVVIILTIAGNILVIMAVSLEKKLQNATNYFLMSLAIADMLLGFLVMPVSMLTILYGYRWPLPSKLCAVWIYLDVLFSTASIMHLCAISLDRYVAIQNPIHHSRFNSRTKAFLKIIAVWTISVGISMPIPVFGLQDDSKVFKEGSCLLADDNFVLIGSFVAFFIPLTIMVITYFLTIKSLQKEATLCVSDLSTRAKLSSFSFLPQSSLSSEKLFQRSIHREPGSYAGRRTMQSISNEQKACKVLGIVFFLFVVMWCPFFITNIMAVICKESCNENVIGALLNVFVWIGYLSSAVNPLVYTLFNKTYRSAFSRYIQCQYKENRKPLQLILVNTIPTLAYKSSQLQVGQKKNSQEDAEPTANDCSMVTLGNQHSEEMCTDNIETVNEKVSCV
PDI inh: inhibitors of human PDI, primary screen, biochemical, turbidity, single point, plate reader; Protein disulfide-isomerase (Homo sapiens), P07237; PDI insulin aggregation turbidity, A650, 90 min; inhibition, % at 10 µM; actives 0.052% (n = 350,000); AID 588391, 2011;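 active = mean inhibition across replicates of 30% or more, whatever share of single replicates reach that level; inconclusive = mean inhibition below 30% while every single replicate reaches 30%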;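 also: absorbance from insulin aggregation driven by PDI reduction with DTT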
NR2E3 ag-2: NR2E3 agonists in two-hybrid cells, primary screen, cell-based, luminescence, CHO-S, Gal4-NCOR/VP16-NR2E3 | inhibition of corepressor binding, % at 3.98 µM | actives 0.35% (n = 360,000) | AID 602229, 2012 | luciferase;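 active = inhibition above the mean of all tested compounds plus 3 SD, cut at about 70% in these data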;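 also: 0% = DMSO with NR2E3 transfected cells and 100% = cells lacking NR2E3 construct; higher means lower luciferase signal from less NR2E3 corepressor binding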
iPSC survival up: enhancers of single-cell hiPSC survival, primary screen, ATPlite luminescence. 100% = ROCK inhibitor wells, 0% = DMSO. actives 0.044% (n = 360,000). survival enhancement, % at 20 µM; in the data active = survival enhancement above about 18%;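 also: cells exposed to compounds for 16 hours before the ATP read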
Shn3 inh set2: reduction of Shn3 3'UTR firefly luciferase signal, primary screen, Schnurri-3 inhibitor project, cell-based, Clone20 osteoblasts, set 2. actives 0.52% (n = 360,000). Clone20 osteoblast Shn3 3'UTR firefly luciferase, 24 h. inhibition, % at 12.5 µM. AID 588674, 2011;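 active = mean inhibition of at least 75% with every replicate also reaching 75%; inconclusive = mean inhibition at least 75% but some replicate below; inactive = mean inhibition below 75%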;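 also: 0% = median of neutral control wells and 100% = pilot-screen positive control compound; some compounds past the cut are filed as inactive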
The depositor's hits bear a star; ? = inconclusive; nt = no result given.

SMILES	CaV13 ICDI inh	TRPM1 prom inh	Cardio protect	HIF-2a inh	NR2E3 ag-1	Peg3 prom inh	m5-HT2A agonist	PDI inh	NR2E3 ag-2	iPSC survival up	Shn3 inh set2
CC(=O)N1N=C(c2ccco2)CC1c1ccco1 (centres undefined)	-4	5	3	22	nt	19	3	5	-18	-0.4	-15
COc1ccc(C(=O)N2CCC3(CC2)NCCc2[nH]cnc23)cc1OC	-4	4	6	15	-1	1	0	1	5	-0.3	-2
O=C(Nc1cccnc1)c1ccc([N+](=O)[O-])o1	-2	36	-8	2	0	40	4	5	-20	-0.8	-16
CCOc1ccc(-n2c(SCc3ccc([N+](=O)[O-])cc3)nnc2-c2ccccc2)cc1	-6	-1	-8	22	1	19	0	-5	-13	1.5	5
CN(C1CCCCC1)S(=O)(=O)c1ccc2c(c1)c(=O)c(C(=O)NCCN1CCCC1)cn2C	8	-2	2	9	-4	4	6	nt	8	-0.4	16
Cc1c(C(=O)N2CCc3ccccc3C2)oc2ccccc12	nt	-49	-4	-212	-1	-212	2	9	-98	-0.4	-49
O=C(COC(=O)/C=C/c1ccccc1[N+](=O)[O-])Nc1ccc(OCc2ccccc2)cc1	-2	-45	-5	-177	1	-179	2	5	-30	-0.3	-27
CC1=NN(c2ccc(C)c(C)c2)C(=O)C1C(c1cccc(O)c1)C1C(=O)N(c2ccc(C)c(C)c2)N=C1C (centres undefined)	-6	25	-4	-6	21*	8	0	24	28	3.8	-4
COc1nc(C)ccc1-c1noc(-c2ccncc2)n1	-4	-88	5	-281	3	-248	-1	-2	-66	-0.2	-44
O=C(CN1CCc2ccccc2C1)Nc1ccccc1N1CCCCCC1	nt	13	-18	4	3	28	0	2	12	-0.9	2
N#CC(CCc1ccccc1[N+](=O)[O-])(CCc1ccccc1[N+](=O)[O-])C(N)=O	nt	-8	-1	1	nt	15	-3	6	2	1.1	14
COc1ccc(S(=O)(=O)N2CCCCC2)cc1NC(=O)c1cnc(C)cn1	-2	2	9	-2	1	29	1	0	-34	-0.5	-3
CC1(C(=O)NS(=O)(=O)c2ccc(Cl)cc2)CCN1C(=O)C1CC1 (centres undefined)	-16	nt	-10	12	nt	0	-1	-3	2	2.2	15
COc1cccc(/C=N/NC(=O)C[n+]2ccccc2)c1OC	-13	9	3	10	-3	7	2	-2	-10	0.6	-15
CCOC(=O)c1c(C)oc2cc(Sc3ccccc3)c(O)c(O)c12	-18	nt	-8	-170	4	-89	-1	-2	-25	-0.1	-9
Cc1ccccc1C(=O)N(C)c1ccccc1C(=O)NCc1ccccc1	-3	-1	2	7	1	7	4	1	-20	-0.4	-4
O=C(O)CS(=O)CC(=O)Nc1cccc(C(F)(F)F)c1 (centres undefined)	-8	10	-2	16	5	3	2	8	4	-1.7	-20
CN(C)c1ccc(NC(=S)N2CCN(c3ncc(C(F)(F)F)cc3Cl)CC2)cc1	-4	1	-3	-27	0	-6	6	-3	2	1.0	32
COc1ccc(-c2nnc(SCc3cccc(C)c3)n2N)cc1	-6	5	4	-18	1	-1	-4	0	-17	0.2	-2
CCCCC(=O)N(C)c1c(CC)nc2c(OCCC3CCCCC3)cccn12	-16	nt	1	16	nt	26	-9	3	7	3.7	16

Taken from above:
Entry of COc1ccc(-c2nnc(SCc3cccc(C)c3)n2N)cc1 in iPSC survival up: 0.2
Entry of COc1cccc(/C=N/NC(=O)C[n+]2ccccc2)c1OC in TRPM1 prom inh: 9

(more compounds)
SMILES	CaV13 ICDI inh	TRPM1 prom inh	Cardio protect	HIF-2a inh	NR2E3 ag-1	Peg3 prom inh	m5-HT2A agonist	PDI inh	NR2E3 ag-2	iPSC survival up	Shn3 inh set2
Nc1cc(SCc2ccc([N+](=O)[O-])cc2)ncn1	-6	-14	12	-31	nt	-16	-2	-5	2	0.2	-8
Cc1cccc(NC(=S)NCc2ccc3c(c2)OCO3)c1C	-5	13	-2	7	2	6	-4	-11	12	-0.8	-2
CCOC(=O)c1c(C)[nH]c(C(=O)OCC(=O)N2CCc3ccccc32)c1C	nt	-13	-2	4	1	4	-2	-4	-16	-0.1	23
CCOC(=O)C(C)Sc1nc(N)c(NC(=O)c2ccc(OC)c(OC)c2)c(=O)[nH]1 (centres undefined)	-3	nt	13	11	-1	1	6	nt	15	0.5	7
C=CCC[C@H](Cc1ccc(F)cc1)C(=O)OC[C@H](Cc1c[nH]c2ccccc12)NC(=O)[C@@H](CC=C)CC(=O)N[C@H](CO)Cc1ccccc1	-11	11	-5	0	nt	22	5	0	6	-2.9	92*
CCOc1ccc(-c2cc(C(=O)Nc3ccc(F)cc3)[nH]n2)c(C)c1	-15	nt	-5	-254	nt	-259	-6	-3	-87	-4.3	-68
CC1(C(=O)NS(=O)(=O)c2ccccc2Cl)CCN1C(=O)c1ccccc1CCc1ccccc1 (centres undefined)	-6	nt	0	12	nt	-7	4	?	1	-2.2	-2
O=C(Nc1nc2ccc(S(=O)(=O)N3CCCCC3)cc2s1)c1ccncc1	-4	7	-7	6	6	11	3	10	-49	1.4	-11
O=C(CSc1ccc2c(c1)OCCO2)NCc1ccco1	-4	14	3	2	-6	-5	3	-2	-7	1.6	-12
Cc1cccc(N2CCN(CC(=O)NCc3ccccc3)CC2)c1C	-6	10	7	11	7	5	-6	-1	2	0.8	14
CCc1cccc(NC(=O)C2CCCN(S(=O)(=O)c3ccc4[nH]c(=O)ccc4c3)C2)c1 (centres undefined)	-3	6	4	16	4	11	-1	7	-18	0.6	5
COc1ccccc1NS(=O)(=O)N(C)C	-5	2	-1	4	1	7	-4	7	0	4.5	-15
COc1ccc(-n2c(=O)c3ccccc3n(CC(=O)Nc3cccc(OC)c3)c2=O)cc1	0	15	1	15	6	6	3	-9	-5	-0.1	60
O=c1oc(-c2cc3ccccc3o2)nc2sc3c(c12)CCCC3	-7	-101	1	-177	-1	-220	2	-9	-48	-0.8	-9
CC(C)[C@@H](NC(=O)C1CCN(C(=O)[C@@H]2CCCN2C(=O)OC(C)(C)C)CC1)C(=O)NCc1ccc(F)cc1	nt	-3	2	7	-4	9	-4	nt	27	5.4	-9
O=C(Nc1nc(-c2ccncc2)cs1)c1ccco1	-4	-16	23	-99	-2	-66	2	-3	-64	-0.6	-29
Cc1cccc(NC(=O)CNC(=O)COC(=O)c2ccc(C(C)(C)C)cc2)c1C	-6	1	-14	7	1	-5	5	4	20	3.6	1
CCOc1ccc(C(=O)Nc2cc(C)on2)cc1	-9	-25	-16	-149	2	-90	1	-4	-160	-4.1	-20
Cc1cc(C(=O)COc2cccnc2[N+](=O)[O-])c(C)n1Cc1cccs1	-7	32	-21	31	1	4	5	-2	70	0.0	27
O=C(Oc1ccc2ccccc2c1)c1ccco1	-4	0	-2	12	-1	-11	0	-4	4	-0.9	-6

Part of the list above in order of count of non-hydrogen atoms, smallest number first:
SMILES	CaV13 ICDI inh	TRPM1 prom inh	Cardio protect	HIF-2a inh	NR2E3 ag-1	Peg3 prom inh	m5-HT2A agonist	PDI inh	NR2E3 ag-2	iPSC survival up	Shn3 inh set2
COc1ccccc1NS(=O)(=O)N(C)C	-5	2	-1	4	1	7	-4	7	0	4.5	-15
O=C(Oc1ccc2ccccc2c1)c1ccco1	-4	0	-2	12	-1	-11	0	-4	4	-0.9	-6
O=C(Nc1nc(-c2ccncc2)cs1)c1ccco1	-4	-16	23	-99	-2	-66	2	-3	-64	-0.6	-29
O=C(CSc1ccc2c(c1)OCCO2)NCc1ccco1	-4	14	3	2	-6	-5	3	-2	-7	1.6	-12
O=c1oc(-c2cc3ccccc3o2)nc2sc3c(c12)CCCC3	-7	-101	1	-177	-1	-220	2	-9	-48	-0.8	-9
Cc1cccc(N2CCN(CC(=O)NCc3ccccc3)CC2)c1C	-6	10	7	11	7	5	-6	-1	2	0.8	14
O=C(Nc1nc2ccc(S(=O)(=O)N3CCCCC3)cc2s1)c1ccncc1	-4	7	-7	6	6	11	3	10	-49	1.4	-11
Cc1cccc(NC(=O)CNC(=O)COC(=O)c2ccc(C(C)(C)C)cc2)c1C	-6	1	-14	7	1	-5	5	4	20	3.6	1
CCc1cccc(NC(=O)C2CCCN(S(=O)(=O)c3ccc4[nH]c(=O)ccc4c3)C2)c1 (centres undefined)	-3	6	4	16	4	11	-1	7	-18	0.6	5
COc1ccc(-n2c(=O)c3ccccc3n(CC(=O)Nc3cccc(OC)c3)c2=O)cc1	0	15	1	15	6	6	3	-9	-5	-0.1	60
CC(C)[C@@H](NC(=O)C1CCN(C(=O)[C@@H]2CCCN2C(=O)OC(C)(C)C)CC1)C(=O)NCc1ccc(F)cc1	nt	-3	2	7	-4	9	-4	nt	27	5.4	-9

Continued.
SMILES	CaV13 ICDI inh	TRPM1 prom inh	Cardio protect	HIF-2a inh	NR2E3 ag-1	Peg3 prom inh	m5-HT2A agonist	PDI inh	NR2E3 ag-2	iPSC survival up	Shn3 inh set2
CCS(=O)(=O)CCSc1nc2ccccc2o1	-10	-1	0	7	4	2	1	3	-25	-1.8	-3
O=C1NC2(CCCCCC2)N=C1c1ccc(F)cc1	-5	0	3	-5	3	6	1	1	-10	-1.0	10
Nc1nonc1C(=O)NCCNCc1c(OCc2ccccc2F)ccc2ccccc12	-9	24	-4	19	6	40	-6	-1	-37	-2.8	67
COc1cc2c(=O)n(-c3ccc(C)cc3)c(=O)n(CC(=O)c3ccc4c(c3)OCO4)c2cc1OC	-6	-12	1	9	0	-3	1	10	-6	1.9	-18
COCCn1c(SCC(=O)Nc2nnc(C)s2)nnc1-c1c[nH]c2ccccc12	-5	-5	12	-24	-2	3	-3	-2	-21	-0.4	-5
COc1ccc(C)cc1NC(=O)C1CC(=O)N(Cc2ccco2)C1 (centres undefined)	-5	1	-4	10	-1	-7	-1	-3	-4	1.6	4
CC1Cc2ccccc2N1S(=O)(=O)c1cccc(C(=O)N2CCCCC2)c1 (centres undefined)	-6	16	2	8	nt	5	-1	8	2	0.2	10
CCN1C(=O)/C(=C\N2CCCCCC2)SC1=S	nt	-76	18	-131	-1	-113	4	-4	-60	-0.8	-22

Compounds as they come; about 3.9% have a hit in one of these screens.
